RGS4 inhibitor: blocks human RGS4-accelerated GTP hydrolysis | Transcreener GDP fluorescence polarization, RGS4-accelerated GTP hydrolysis | Potency, µM (highest dose often 114 µM), inactives show at the highest dose activity change, negative = inhibition, hits mostly inhibitors | hit rate 0.039% among 390,000 | AID 504845; also: potency is read from the fitted curve at half-maximal effect; % is scaled to controls: 0 for no effect and ±100 for the full control effect; nearly all actives have a fitted effect of over 75% in size; some results filed as inactive show a strong effect at the top dose
Target sequence (P49798 whole entry, looked up): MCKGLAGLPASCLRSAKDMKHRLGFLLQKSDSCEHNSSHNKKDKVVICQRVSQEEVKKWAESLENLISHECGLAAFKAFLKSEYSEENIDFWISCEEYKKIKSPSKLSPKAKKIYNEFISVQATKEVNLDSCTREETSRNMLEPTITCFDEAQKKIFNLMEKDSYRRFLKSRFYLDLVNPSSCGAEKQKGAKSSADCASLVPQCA
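MLSMR compounds (23 nl, pin-transferred) preincubated 10 min at room temperature with a 500nM (2x) first reagent, then RGS4 at 900nM (2x) plus Transcreener GDP mix added; fluorescence polarization (620/688 nm) read before and after 90 min at 30 °C.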
PI4K2A block: inhibitors of human PI4K2A; Q9BTU6; purified PI4K2A, ADP-Glo luminescence, 1 h; hits give low values; activity change, negative = inhibition, % at 76.9 µM; hit rate 0.13% among 420,000; AID 1346378; in the data active = activity change below about -50%; inconclusive = mostly about -30% to -49%;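 also: -100% = wells without enzyme as full effect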
Target sequence (Q9BTU6 whole entry, looked up): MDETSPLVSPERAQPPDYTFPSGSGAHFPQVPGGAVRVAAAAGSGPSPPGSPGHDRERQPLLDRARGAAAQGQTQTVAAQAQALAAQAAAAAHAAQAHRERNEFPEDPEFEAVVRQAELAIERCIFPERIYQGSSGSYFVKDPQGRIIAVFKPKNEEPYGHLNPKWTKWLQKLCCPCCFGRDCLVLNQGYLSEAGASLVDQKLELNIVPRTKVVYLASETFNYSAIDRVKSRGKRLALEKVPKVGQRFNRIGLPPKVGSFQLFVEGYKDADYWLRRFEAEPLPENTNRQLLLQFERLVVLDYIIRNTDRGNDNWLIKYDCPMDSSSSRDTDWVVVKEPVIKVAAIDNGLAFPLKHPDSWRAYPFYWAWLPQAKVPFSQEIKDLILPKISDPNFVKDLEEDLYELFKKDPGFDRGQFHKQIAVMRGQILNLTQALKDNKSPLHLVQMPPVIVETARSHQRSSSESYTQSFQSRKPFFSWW
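In this quantitative HTS, ADP production by PI4K2A was quantified luminescently after 1 h at ambient temperature; 100 microM adenosine served as plate-quality control.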
BAZ2B inh: blocks human BAZ2B. Q9UIF8. AlphaScreen BAZ2B-H3K14Ac peptide displacement. Potency, µM (series often up to 114 µM), for inactives: top-dose activity change, negative = inhibition, actives largely listed as inhibitors. hit rate 4.4% among 360,000. AID 504333; also: potency is read from the fitted curve at half-maximal effect; % is scaled to controls: 0 for no effect and ±100 for the full control effect; nearly all actives have a fitted effect of over 60% in size
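Multi-concentration screen (max 110 uM) measuring displacement of acetylated histone H3 peptide from BAZ2B by AlphaScreen, using 50 nM protein, 50 nM peptide and 10 ug/mL streptavidin donor plus Ni-chelate acceptor beads.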
ALOX12 inh: inhibitors of human 12S-lipoxygenase ALOX12; P18054; purified 12hLO, xylenol orange hydroperoxide absorbance; Potency, µM (highest dose often 108 µM), for inactives: at the highest dose activity change, negative = inhibition, most hits filed as inhibitors; hit rate 1.1% among 580,000; also: potency is read from the fitted curve at half-maximal effect; % is scaled to controls: 0 for no effect and ±100 for the full control effect
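Purified human 12hLO (150 nM final) in 25 mM Hepes, 0.01% Triton X-100, pH 7.0 was preincubated 15 min at room temperature with compound. Then 40 uM arachidonic acid was added, 30 min. Hydroperoxide was read by Fe-XO absorbance ratio 573/405 nm.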
G9a block: blocks human histone lysine methyltransferase G9a; Potency, µM (series often up to 102 µM), for inactives: at the highest dose activity, negative = inhibition, most hits filed as inhibitors; Q96KQ7; hit rate 8.8% among 350,000; G9a H3K9 monomethylation, AlphaScreen, 2 h; also: potency is read from the fitted curve at half-maximal effect; % is scaled to controls: 0 for no effect and ±100 for the full control effect; nearly all actives have a fitted effect of over 75% in size
Target sequence (Q96KQ7 913-1193 limits assumed): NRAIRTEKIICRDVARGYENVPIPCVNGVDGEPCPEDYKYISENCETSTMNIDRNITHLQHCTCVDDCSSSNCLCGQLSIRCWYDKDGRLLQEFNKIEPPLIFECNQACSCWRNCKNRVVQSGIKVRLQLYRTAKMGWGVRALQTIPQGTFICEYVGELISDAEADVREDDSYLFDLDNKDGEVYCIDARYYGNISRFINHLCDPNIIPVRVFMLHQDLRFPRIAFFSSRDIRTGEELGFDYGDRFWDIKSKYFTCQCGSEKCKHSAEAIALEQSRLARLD
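Readings reflect AlphaScreen signal from monomethyl-H3K9 antibody detection. HMT at 20 nM; substrate b-H3K9 500 nM; cofactor SAM 20 uM; 2 h RT reaction; compounds tested as titrations in qHTS with 15 min preincubation.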
HP1b chromo inh: blocks HP1-beta chromodomain binding to methylated histone tails. P83916. AlphaScreen HP1-beta / biotin-H3K9me3 peptide binding. Potency, µM (titrated, usually from 114 µM), inactives show at the highest dose activity change, negative = inhibition, actives largely listed as inhibitors. hit rate 0.56% among 390,000; also: potency is read from the fitted curve at half-maximal effect; nearly all actives have a fitted effect of over 70% in size; inactives centre near 23
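Compound inhibition of the preformed complex between 50 nM HP1-beta and 50 nM biotinylated H3K9me3 peptide was read by AlphaScreen. Buffer was PBS pH 7.4 with 0.01% Tween-20. Incubations ran 30 min at room temperature, with 10 ug/mL donor/acceptor beads.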
ERG Ets-DNA blk: inhibitors of human ERG Ets domain-DNA interaction. hit rate 0.028% among 370,000. Potency, µM (top dose mostly 76.9 µM), for the others: top-dose FP activity, negative = inhibition, most hits filed as inhibitors. fluorescence polarization, His-ERG Ets domain / labelled DNA. P11308; active = well fitted inhibition curve with a large enough effect in the polarisation, with a control signal flat; inconclusive = small, poorly fitted or top-dose-only effect, or effect the other way, or a change in a side signal; inactive = no such curve, though single readings can be large or run the other way; the % refers to the polarisation;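 also: polarization taken with two DNA probes labelled with fluorescein and Texas red; potency is read from the fitted curve at half-maximal effect; % of control where 0% means no effect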
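His-tagged ERG Ets domain (1 uM in the protein solution; 300mM KCl, 50mM Tris-HCl, 1mM EDTA, 1mM DTT, pH 7.5) received compound, then a probe mix of 5 nM fluorescein-DNA and 100nM Texas-615-DNA. Fluorescence polarization was read for both dyes.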
JMJD2A Tudor inh: blocks the human JMJD2A Tudor domain. AlphaScreen JMJD2A-Tudor / H3K4me3 peptide binding. O75164. AID 504339. Potency, µM (highest dose often 114 µM), without a hit: at the highest dose activity change, negative = inhibition, most hits filed as inhibitors. hit rate 4.4% among 390,000; also: potency is read from the fitted curve at half-maximal effect; % is scaled to controls: 0 for no effect and ±100 for the full control effect; nearly all actives have a fitted effect of over 50% in size
GLS inh: inhibitors of human glutaminase (GLS) | hit rate 0.21% among 410,000 | GLS enzymatic activity, qHTS titration | AID 624170 | O94925 | Potency, µM (top dose mostly 45.5 µM), for the others: top-dose activity change, negative = inhibition, most hits filed as inhibitors; also: potency is read from the fitted curve at half-maximal effect; % is scaled to controls: 0 for no effect and ±100 for the full control effect
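Human kidney-isoform GLS in 45 mM KH2PO4 pH 8.2, 0.02% Tween-20, with compound, started with 1mM L-Glutamine (added stock). Glutamate oxidase/HRP/Amplex red coupled fluorescence read at start and after 30 min at RT.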
The depositor's hits bear a star; ? = inconclusive; nt = not tested or not shown; & = joins results of further samples; [ ] = another dose, or the depositor's remark. Unless noted, calls follow the shape of the dose curve; as a rule, active = well fitted curve in the direction sought with a large enough effect; inconclusive = small, poorly fitted or top-dose-only effect, or another doubt; inactive = no such curve, though single readings can be large; an effect the other way counts as inactive or inconclusive. The list is partial; count on the stated rates, not on these rows.

The opening 8 entries (preview)
no. | smiles | RGS4 inhibitor | PI4K2A block | BAZ2B inh | ALOX12 inh | G9a block | HP1b chromo inh | ERG Ets-DNA blk | JMJD2A Tudor inh | GLS inh
1 | O=C(NN=C1c2ccccc2-c2ccccc21)c1cccc(Br)c1 | 0% | -4 | 9% | 0% | ? | 9% | 5% | ? | 3%
2 | COc1ccc(C/C(N)=N/OC(=O)C(c2ccccc2)c2ccccc2)cc1OC | 13% | -1 | 11% | 12% | 7% | 24% | nt | 8% | 26%
3 | Cc1cc(/C=C2\NC(=S)N(C)C2=O)ccc1N1CCCC1 | -23% | -2 | 40µM* | -21% | 3% | 22% | 10% | 89µM* | 10%
4 | Cn1cccc1/C=N/N1CCN(c2ccccn2)CC1 | -15% | -8 | 50µM* | ? | 16µM* | -58% | 4% | ? | 12%
5 | CCN1CCC2(CC1)C(C#N)=C(N)Oc1c2sc2nc(C)cc(C)c12 | -36% | 7 | -24% | ? | ? | 29% | 21% | -11% | 2%
6 | COc1cc(-c2c(-c3cccc(C)c3)oc3ccccc23)cc(OC)c1OC | -4% | 2 | 8% | 10% | nt | 56%[activator] | -13% | 28% | -7%
7 | COc1cccc(CNC(=O)Cn2c(=O)nc(-c3ccccc3F)c3cc(Cl)ccc32)c1 | 4% | 5 | -12% | -6% | 1%[12.7 µM] | 27% | -1% | -2% | -4%
8 | COc1ccc(N2CCN(CCCNC(=O)C3COc4ccccc4C3)CC2)cc1 (stereo not drawn) | -30% | -5 | ? | -12% | ? | ? | -1% | ? | 35%[activator]

All compounds of this part, repeating the preview:
no. | smiles | RGS4 inhibitor | PI4K2A block | BAZ2B inh | ALOX12 inh | G9a block | HP1b chromo inh | ERG Ets-DNA blk | JMJD2A Tudor inh | GLS inh
1 | O=C(NN=C1c2ccccc2-c2ccccc21)c1cccc(Br)c1 | 0% | -4 | 9% | 0% | ? | 9% | 5% | ? | 3%
2 | COc1ccc(C/C(N)=N/OC(=O)C(c2ccccc2)c2ccccc2)cc1OC | 13% | -1 | 11% | 12% | 7% | 24% | nt | 8% | 26%
3 | Cc1cc(/C=C2\NC(=S)N(C)C2=O)ccc1N1CCCC1 | -23% | -2 | 40µM* | -21% | 3% | 22% | 10% | 89µM* | 10%
4 | Cn1cccc1/C=N/N1CCN(c2ccccn2)CC1 | -15% | -8 | 50µM* | ? | 16µM* | -58% | 4% | ? | 12%
5 | CCN1CCC2(CC1)C(C#N)=C(N)Oc1c2sc2nc(C)cc(C)c12 | -36% | 7 | -24% | ? | ? | 29% | 21% | -11% | 2%
6 | COc1cc(-c2c(-c3cccc(C)c3)oc3ccccc23)cc(OC)c1OC | -4% | 2 | 8% | 10% | nt | 56%[activator] | -13% | 28% | -7%
7 | COc1cccc(CNC(=O)Cn2c(=O)nc(-c3ccccc3F)c3cc(Cl)ccc32)c1 | 4% | 5 | -12% | -6% | 1%[12.7 µM] | 27% | -1% | -2% | -4%
8 | COc1ccc(N2CCN(CCCNC(=O)C3COc4ccccc4C3)CC2)cc1 (stereo not drawn) | -30% | -5 | ? | -12% | ? | ? | -1% | ? | 35%[activator]
9 | CCOC(=O)c1cnc(C(C)(C)C)[nH]c1=O | 20% | 7 | -1% | ? | 14%[59 µM] | 29% | 7% | -8% | 18%
10 | COc1ccc(OC)c(S(=O)(=O)N2CCN(C(=O)c3cc(C4CC4)nn3-c3ccccc3)CC2)c1 | 6% | -1 | -11% | 0% | ? | 25% | -4% | -33% | 16%
11 | CCN1/C(=C/c2ccc3cc(C)ccc3[n+]2C)Sc2ccc3sccc3c21 | -48% | -13 | 45µM* | 45µM* | 16µM* | -16% | 117%[activator] | 14µM* | -17%
12 | CCOC(=O)c1c(S(=O)(=O)NCC(=O)NCc2cccc(C)c2)c(C)n(C)c1C | 9%&-9% | 10&-2 | -13%&-6% | -1%&-7% | 13%[59 µM] | 36%&2% | -2%&-9% | -22%&-21% | -9%&-2%
13 | CC(C)N(C(=O)CSc1nc2c([nH]1)c(=O)n(C)c(=O)n2C)c1ccccc1 | -8% | 0 | -5% | ? | 25µM* | 49%[activator] | 1% | -11% | 12%
14 | Cc1c(Cl)cccc1NC(=O)COC(=O)Cc1ccsc1 | 5% | -9 | -2% | 23% | 12%[59 µM] | 38%[activator] | -9% | 13% | 1%
15 | C=CCN(c1ccccc1)S(=O)(=O)c1cccc(C(=O)N2CCCC2)c1 | -21% | -8 | 5% | -7% | -13% | 29% | 2% | 1% | -7%
16 | CCOc1ccc(CN2C(=O)c3ccccc3Sc3ccc(C(=O)NCc4ccc5c(c4)OCO5)cc32)cc1 | 12% | 4 | nt | -26% | -1%[59 µM] | 22% | 3% | -9% | 8%
17 | O=C(NNc1cccc(Cl)n1)c1cccnc1Cl | 16% | 0 | 4% | -1% | 10%[59 µM] | 43%[activator] | 6% | 3% | 25%
18 | CN(CCOc1ccccc1)CC(=O)Nc1ccc([N+](=O)[O-])cc1Cl | -23% | 7 | ? | -5% | 7%[59 µM] | -6% | 7% | ? | -2%
19 | O=C(NCCNC(=O)C1CC2CCC1C2)C1CC2CCC1C2 (stereo not drawn) | 32% | 2 | 5% | -9% | 13%[59 µM] | 9% | -5% | -10% | -3%
20 | Cn1c[n+](C)cc1/C=N/O | -29% | -5 | 89µM* | 36% | 40µM* | 8% | -5% | 50µM* | 17%
21 | COc1cc(C(=O)Nc2ccc(S(=O)(=O)N3CCCCC3)cc2)ccc1OCC(=O)N1CCOCC1 | 3% | 2 | nt | 16% | nt | 28% | -3%[15.4 µM] | -5% | 6%
22 | CC(C)Oc1ccc(CNC(=O)Cn2c(-c3cccs3)cc3ccccc32)cc1 | 18% | 1 | 6% | -5% | -5%[59 µM] | 25% | 7% | 5% | 6%
23 | COc1ccc(N2CC(C(=O)NCc3cccnc3)CC2=O)cc1 (stereo not drawn) | -15% | 12 | ? | 448%[activator] | ? | 27% | 8% | -16% | -8%
24 | Nc1ccc(-c2cnc(N)c(C(=O)c3cccnc3)n2)cn1 | 19% | -9 | nt | nt | nt | 34% | 3% | ? | -6%
25 | CCc1ccc(C2=NNC(=Nc3cccc(S(=O)(=O)N(C)C)c3)SC2)cc1 | -24% | -10 | -36% | -16% | 1%[59 µM] | 4% | 1% | -22% | -10%
26 | Cc1ccc(CNC(=O)c2cnc(N(C)C)nc2)cc1 | 20% | 1 | -6% | -16% | 19%[59 µM] | 30% | 2% | -14% | 4%
27 | CC1CC(CC(=O)Nc2nc(-c3ccccc3)cs2)C(=O)O1 (stereo not drawn) | -18% | 2 | -14% | -5% | -8% | 19% | -8% | -6% | 9%
28 | Cc1ccc(CN(CC(=O)NCCc2ccccc2)C(=O)c2csnn2)cc1 | -11% | 1 | -1% | -14% | 3%[59 µM] | 34% | -2% | -6% | 1%
29 | Cc1ccn2c(CNC(C)c3cn(C)nc3C)c(C(=O)N3CCCCCC3)nc2c1 (stereo not drawn) | -32% | -2 | -1% | -6% | 70%[activator] | 19% | 2% | -14% | 1%
30 | O=C(N/N=C/c1ccc2c(c1)OCO2)c1ccccn1 | 8% | -20 | -26% | 3%[57.4 µM] | 54%[activator][59 µM] | 18% | nt | -7% | 2%
31 | COCCN1CCN(C(=O)c2ccc3oc(CCCc4ccccc4)nc3c2)CC1 | -51% | 5 | -1% | 0% | 75%[activator] | 11%[57 µM] | 0% | -21% | 0%
32 | COc1ccc(CCNC(=O)CCc2cc(OC)c(OC)c(OC)c2)cc1OC | -4% | 1 | -10% | 0% | -8% | 25% | 11% | -1% | -9%
33 | O=C(OC1CCN(c2ncc(C(F)(F)F)cc2Cl)CC1)c1cccc(C(F)(F)F)c1 | -17% | 3 | 13% | 0% | nt | 50%[activator] | -2% | 3% | -4%
34 | COc1ccc(C(=O)NCc2nnc(SCC(=O)N3CCOCC3)o2)cc1OC | 16%[11.4 µM] | 2 | -2% | -12% | -50% | 47%[activator] | -7% | -5% | 3%
35 | COc1ccc(-c2nnc(CSc3nc4ccccc4c(=O)n3CC3CCCO3)o2)cc1OC (stereo not drawn) | -8% | 0 | -15% | 2% | 26%[12.7 µM] | -14% | -6% | -29% | -3%
36 | Cc1cc(C(=O)O)cc(Br)c1N | -6% | 1 | -9% | 3% | -2% | 32% | 14% | -12%[11.4 µM] | 12%
37 | O=C(c1ccc(NS(=O)(=O)c2ccc(F)cc2)cc1)N1CCC1 | -10% | -1 | 0% | -17% | -14% | 24% | -6% | -11% | 1%
38 | O=C(O)Cn1nnn(-c2ccccc2)c1=S | 29% | -1 | -1% | -20% | ? | 42%[activator] | 0% | -30% | 6%
39 | COc1ccc(/C=C2\Sc3ccc(C(=O)NCC4CCCO4)cc3N(C)C2=O)cc1 (stereo not drawn) | 2%[11.4 µM] | -5 | -37% | -10% | 13µM* | -4% | 11% | ? | -1%
40 | COc1cc(OC)cc(C(=O)N[C@H](C(=O)Nc2c(C)n(C)n(-c3ccccc3)c2=O)C(C)C)c1 | -35% | -2 | nt | -10% | nt | 44%[activator] | nt | -8% | -3%
41 | Cc1cc(C)c2ccc(C)[n+]([O-])c2c1O | 15% | 3 | ? | 0% | 13µM* | 8% | -5% | -16% | 16%
42 | Cc1ccccc1NC(=O)C(=O)NCCc1ccccc1 | 4% | -18 | 11% | 5% | -8%[59 µM] | 17% | 1% | 2% | 7%
43 | O=C(O)c1ccc(OS(=O)(=O)c2cccc(C(F)(F)F)c2)cc1 | 14% | -1 | 9% | 33%[activator] | -6%[2.33 µM] | -14% | 6% | 4% | 2%
